GC-B act – human GC-B receptor activators, primary screen, HEK293 GC-B cells, cGMP TR-FRET, EC30 CNP | Atrial natriuretic peptide receptor 2 (Homo sapiens), P20594 | 0% at EC30 CNP, 100% saturating CNP | activation, % at 10 µM | actives 0.11% (n = 370,000);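 active = activation at 10 µM reaching about 35% in either raw or pattern-adjusted values, limit read from the data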
GC-A act – GC-A stimulated cGMP production enhancers – HEK293 GC-A cells, cGMP TR-FRET, EC30 ANP, primary screen | Atrial natriuretic peptide receptor 1 (Homo sapiens), P16066 | 0% at EC30 ANP, 100% saturating ANP | activation, % at 10 µM | actives 0.14% (n = 370,000) | AID 1671463, 2021; in the data active = activation above about 40%
mABHD4 FP – ABHD4 inhibitors, primary screen, biochemical, fluorescence polarization, mouse. (Lyso)-N-acylphosphatidylethanolamine lipase (Mus musculus), Q8VD66. purified mABHD4, FP-Rh probe fluorescence polarization. inhibition, % at 8.92 µM. actives 0.54% (n = 370,000);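 active = inhibition exceeding the mean over every tested compound plus 3 SD, cut at about 30% in these data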;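 also: 0% = plate median of compound wells and 100% = S159A mutant with DMSO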
Target sequence (Q8VD66 whole entry, looked up): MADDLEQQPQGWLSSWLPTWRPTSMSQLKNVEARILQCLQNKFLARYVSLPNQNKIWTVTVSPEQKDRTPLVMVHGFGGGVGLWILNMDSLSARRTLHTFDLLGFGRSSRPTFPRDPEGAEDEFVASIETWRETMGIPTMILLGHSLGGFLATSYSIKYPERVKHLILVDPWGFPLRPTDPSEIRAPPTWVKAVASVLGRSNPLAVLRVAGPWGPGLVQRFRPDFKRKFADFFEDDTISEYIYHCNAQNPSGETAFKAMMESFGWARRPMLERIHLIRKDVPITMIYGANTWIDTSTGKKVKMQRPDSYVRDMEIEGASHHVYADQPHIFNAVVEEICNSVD
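Assay system: Wild-type mouse ABHD4 protein | Medium: HEPES pH 7.0 buffer, 150 mM NaCl, 0.01% Pluronic F-127 | Incubation: Enzyme–compound pre-incubation 45 min, then probe 60 min, both 25 °C | Technique: Fluorescence polarization with parallel and perpendicular emission, 525/598 nm | Evaluation: % inhibition of FP-Rh probe binding versus controls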
rCAG RNA binder – binders of r(CAG) RNA repeats, primary screen, biochemical, fluorescence; r(CAG) RNA repeat, TO-PRO-1 dye displacement fluorescence; inhibition, % at 3 µM; actives 1.3% (n = 370,000);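 active = inhibition above the plate cutoff, the mean of all test compounds on that plate plus 3 SD, cut at about 35% in these data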;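 also: 0% = DMSO alone and 100% = 100 µM mitoxantrone as full dye displacement; higher means more dye released from RNA so lower well fluorescence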
PG9 Ab binder – binders of HIV-1 gp120 antibody PG9, primary screen, biochemical, TR-FRET; HIV-1 gp120 / PG9 antibody interaction; TR-FRET gp120-PG9 antibody binding; inhibition, % at 6.7 µM; actives 0.43% (n = 360,000); AID 624416, 2012; in the data active = inhibition above about 8.5%
Rev-erbA mod – modulators of Rev-erb alpha DNA binding, primary screen, biochemical, FITC-DNA, fluorescence polarization, uHTS. Rev-erbα–FITC-DNA binding, 90 min. activity, % at 10 µM. Nuclear receptor subfamily 1 group D member 1 (Homo sapiens), P20393. actives 0.79% (n = 370,000);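 active = activity above about 14%, limit read from the data; passing the limit was not always enough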;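 also: 0% = DMSO wells with 35 nM protein and 100% = DMSO wells with 750 nM protein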
SMARCA2 act – SMARCA2 (BRM) function activators, primary screen, cell-based, luminescence, high throughput | AID 652017, 2013 | actives 1% (n = 370,000) | activation, % at 9.1 µM | MG213 cells, MMTV-luciferase reporter, dexamethasone, overnight; in the data active = activation above about 7.8%;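 also: 0% = vehicle wells and 100% = reference activator wells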
ASAP1 GAP inh – inhibitors of human ASAP1 ArfGAP activity, primary screen, biochemical, fluorescence polarization; Arf-GAP with SH3 domain, ANK repeat and PH domain-containing protein 1 (Homo sapiens), …; ASAP1-stimulated ARF1 GTP hydrolysis, GDP FP detection; actives 0.19% (n = 360,000); inhibition, % at 16.5 µM; in the data active = inhibition above about 25%;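 also: 0% = vehicle with enzyme and substrate and 100% = no enzyme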
HTRA1 inh – HTRA1 serine protease inhibitors, primary screen, biochemical, fluorescence polarization, HTS | Q92743 | recombinant HTRA1, FP-rhodamine activity-based probe | inhibition, % at 5.96 µM | actives 0.5% (n = 340,000); in the data active = inhibition above about 36%;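 also: 0% = enzyme with DMSO and 100% = wells lacking enzyme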
Target sequence (Q92743 whole entry, looked up): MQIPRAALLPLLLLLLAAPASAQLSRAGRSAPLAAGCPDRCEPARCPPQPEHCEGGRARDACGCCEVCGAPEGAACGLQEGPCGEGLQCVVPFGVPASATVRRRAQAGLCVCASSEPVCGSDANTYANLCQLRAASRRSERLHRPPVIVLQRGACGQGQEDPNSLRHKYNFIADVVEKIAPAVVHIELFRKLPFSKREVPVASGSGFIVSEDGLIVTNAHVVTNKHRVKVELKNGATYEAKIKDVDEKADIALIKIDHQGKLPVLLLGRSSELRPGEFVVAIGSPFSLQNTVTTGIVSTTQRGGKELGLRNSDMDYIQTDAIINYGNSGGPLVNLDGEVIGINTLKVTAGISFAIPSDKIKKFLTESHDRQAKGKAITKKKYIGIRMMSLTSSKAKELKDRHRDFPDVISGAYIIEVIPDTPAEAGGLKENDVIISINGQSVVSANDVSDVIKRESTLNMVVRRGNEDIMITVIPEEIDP
ARFGAP1 inhibitor – inhibitors of rat ARFGAP1 GAP activity, primary screen, biochemical, fluorescence polarization, GDP tracer; actives 0.26% (n = 360,000); Arfgap1-stimulated ARF1 GTP hydrolysis, GDP FP detection; ADP-ribosylation factor GTPase-activating protein 1 (Rattus norvegicus), Q62848; AID 651572, 2012; inhibition, % at 16.5 µM;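 active = inhibition above a per-plate limit, mean inhibition of low control wells plus 3 SD, cut at about 25% in these data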;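 also: 0% = DMSO wells with enzyme and 100% = wells lacking Arfgap1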
Target sequence (Q62848 1-136 limits assumed): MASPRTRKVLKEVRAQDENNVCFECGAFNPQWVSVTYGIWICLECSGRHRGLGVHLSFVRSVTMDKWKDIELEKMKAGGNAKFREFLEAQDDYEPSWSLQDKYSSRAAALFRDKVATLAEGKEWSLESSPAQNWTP
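Material: rat Arfgap1 GAP domain (His6, aa 1-136), purified enzyme. Also added: human ARF1(Δ1-17)-GTP substrate. Compound dosing: 16.5 µM single point, 1.26% DMSO. Timing: enzyme reaction 120 min at 25 °C after 20 min preincubation. Signal: GDP detection by fluorescence polarization. Read-out basis: percent inhibition of GAP-stimulated GDP formation, scaled between DMSO and no-Arfgap1 medians.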
* marks the source's active call; other numbers are inactive results; . = not tested or not shown.

Value order – ARFGAP1 inhibitor, GC-A act, SMARCA2 act, mABHD4 FP, rCAG RNA binder, ASAP1 GAP inh, GC-B act, PG9 Ab binder, HTRA1 inh, Rev-erbA mod
Cc1ccc(CNS(=O)(=O)c2ccc3oc(C(=O)O)c(C)c3c2)cc1
 : -1, -2, -2, -17, 6, -7, 2, -2.1, -2, -2
CCOC(=O)c1ccc(Nc2nc(C)nc3c2nnn3Cc2ccccc2)cc1
 : 2, -4, -1, 2, 6, -7, -4, 5.5, -22, 15
Clc1ncc(CN2CCN(Cc3ccccc3)CC2)s1
 : 16, 0, 0, -2, 2, -8, -1, 0.2, 1, -2
O=c1ccc(S(=O)(=O)N2CCCC2)cn1Cc1ccc(F)cc1
 : 6, 1, -1, 4, 2, 7, -4, 0.8, 0, 1
COc1ccc(CSCC(=O)N/N=C/c2ccc(OCC(=O)NCc3ccco3)cc2)cc1
 : 6, 8, -1, 0, 2, 3, 0, 1.0, -1, -1
CSCCC(c1nc2ccccc2[nH]1)n1c(=O)c(-c2cccnc2)nc2ccccc21 (centres undefined)
 : 4, -3, -5, 1, 7, -4, -6, 1.2, ., 1
COc1ccc(NC(=O)C2CCCN(C)C2)cc1OCC(C)C (centres undefined)
 : 13, 0, -5, -9, 2, -9, 1, 4.4, 10, -4
Cc1cccc(C)c1NC(=O)Cn1c(=O)n(CCCC(=O)NC2CCN(Cc3ccccc3)CC2)c(=O)c2ccccc21
 : -3, -4, 0, 0, -5, -4, 3, -1.7, -1, -1
Cc1noc(C)c1S(=O)(=O)N1CCC(C(=O)N2CCC(C)CC2)CC1
 : -5, -4, -2, -5, -6, 8, 4, -2.2, -1, 3
Cc1cc(C)c(OCCN2CCOCC2)c(Cl)c1
 : 0, 6, -2, 11, -5, -9, 0, -1.7, 4, 2
CCOC(=O)[C@@H]1[C@H]2COc3ccccc3[C@H]2N2C(=O)N(c3ccc(F)cc3)C(=O)[C@]12C
 : -6, -3, 1, -5, -6, 8, -1, 0.6, -2, 3
CCC(=O)N1CCCC1(C)C(=O)Nc1ccc(C)c(C)c1 (centres undefined)
 : 0, 1, 4, 2, 0, -1, 5, -3.4, ., 9
COc1ccc(Br)cc1CSC(=N)N
 : -1, -9, -1, 4, 0, -2, -9, 0.1, 4, -5
Cc1cc(C)c(CN2CCN(C(=O)Cn3cc(C)c(=O)[nH]c3=O)CC2)c(C)c1
 : 2, 2, -1, -5, 3, 9, -3, -1.8, ., -5
Cc1cc(C)cc(NC(=O)C2CCN(S(=O)(=O)c3c(C)n[nH]c3C)CC2)c1
 : 13, -4, -2, -12, 11, 4, 2, 2.9, -10, 0
CC(=O)Nc1c(C(=O)Nc2ccc3c(c2)OCO3)oc2ccccc12
 : -3, 2, 3, 9, 0, -5, -5, -0.1, 5, -1
COc1cccc(C(=O)N[C@@H](CCSC)c2nc3ccccc3[nH]2)c1
 : 5, -2, 1, -2, -2, 4, 3, -1.9, 0, 0
O=C(Nn1nnnc1Nc1ccccc1)C12CC3CC(CC(C3)C1)C2
 : -3, 1, 0, 10, 16, 3, 4, -0.1, -3, 1
COc1ccc(/C=C(/NC(=O)c2ccco2)C(=O)NCc2ccco2)cc1
 : 3, 2, 0, 4, 0, 6, -1, 1.2, 6, 0
Cc1ccccc1Nc1nc2nonc2nc1N1CCOCC1
 : -11, -5, -2, 0, -2, -7, -1, -1.7, 7, 1

Shown as labelled records: entries from further up
> Cc1cc(C)c(OCCN2CCOCC2)c(Cl)c1
- ARFGAP1 inhibitor = 0
- GC-A act = 6
- SMARCA2 act = -2
- mABHD4 FP = 11
- rCAG RNA binder = -5
- ASAP1 GAP inh = -9
- GC-B act = 0
- PG9 Ab binder = -1.7
- HTRA1 inh = 4
- Rev-erbA mod = 2
> CCOC(=O)[C@@H]1[C@H]2COc3ccccc3[C@H]2N2C(=O)N(c3ccc(F)cc3)C(=O)[C@]12C
- ARFGAP1 inhibitor = -6
- GC-A act = -3
- SMARCA2 act = 1
- mABHD4 FP = -5
- rCAG RNA binder = -6
- ASAP1 GAP inh = 8
- GC-B act = -1
- PG9 Ab binder = 0.6
- HTRA1 inh = -2
- Rev-erbA mod = 3
> CCC(=O)N1CCCC1(C)C(=O)Nc1ccc(C)c(C)c1 (centres undefined)
- ARFGAP1 inhibitor = 0
- GC-A act = 1
- SMARCA2 act = 4
- mABHD4 FP = 2
- rCAG RNA binder = 0
- ASAP1 GAP inh = -1
- GC-B act = 5
- PG9 Ab binder = -3.4
- HTRA1 inh = .
- Rev-erbA mod = 9
> COc1ccc(Br)cc1CSC(=N)N
- ARFGAP1 inhibitor = -1
- GC-A act = -9
- SMARCA2 act = -1
- mABHD4 FP = 4
- rCAG RNA binder = 0
- ASAP1 GAP inh = -2
- GC-B act = -9
- PG9 Ab binder = 0.1
- HTRA1 inh = 4
- Rev-erbA mod = -5

Other compounds
Value order – ARFGAP1 inhibitor, GC-A act, SMARCA2 act, mABHD4 FP, rCAG RNA binder, ASAP1 GAP inh, GC-B act, PG9 Ab binder, HTRA1 inh, Rev-erbA mod
O=C(NC1CCCCC1)C(c1ccccc1)N1CCCC1 (centres undefined)
 : 10, -16, -4, -3, -1, 0, -13, 0.7, 0, 3
Cc1cc(C)cc(NC(=O)CN2CCC(NC(=O)c3ccccc3F)CC2)c1
 : 3, 2, -2, 1, -4, -5, -4, 0.3, -7, -2
COC(=O)[C@]12C[C@H](CC(=O)N3CCCCC3)C(=O)N(Cc3ccccc3)C1=C[C@H](C(C)C)O[C@@H]2C1CC1
 : -9, -3, -6, -1, 1, 8, -2, 0.0, ., 0
Cn1nc([N+](=O)[O-])nc1Oc1ccccc1F
 : 3, -4, 0, 1, 4, 0, -3, -0.3, 1, -4
O=C(O)c1cc(O)ccc1N=Nc1ccccc1
 : 3, 7, 0, 6, 3, 7, 5, -0.8, -3, -2
COc1cc(C2NC(=O)NC(C)=C2C(=O)OCc2ccccc2)ccc1O (centres undefined)
 : 11, 3, 5, 6, 0, -7, 5, 1.2, 5, -3
COc1cccc(C2NC(=O)NC(O)(C(F)(F)F)C2C(=O)c2cccnc2)c1OC (centres undefined)
 : 3, 5, -2, 3, 2, 1, -1, 0.6, -3, 0
COc1ccc(OC(C)C(=O)NCc2cccnc2)cc1 (centres undefined)
 : 16, 2, -4, 4, -4, 2, -2, 2.7, -2, -8
COC(=O)c1nc(-c2ccccc2)n[nH]1
 : 24, 0, -2, -1, 1, -4, 4, 0.2, 7, 1
CC(=O)Nc1c2c(nn1-c1ccc(Cl)cc1)CSC2
 : 4, -2, -1, -4, 10, -1, 4, 3.4, 6, 0
Cc1nc(C)c(C(=O)OCC(=O)NCc2ccccc2)s1
 : 7, 2, 1, 0, 1, -6, -2, -0.8, 6, -3
COc1ccc(-c2noc(CCC(=O)NCc3cc(Br)ccc3OC)n2)cc1
 : 5, -9, 1, -9, -2, 3, -7, -1.1, -5, -2
CCC(C)NC(=O)C1CCN(CCCc2ccccc2)CC1 (centres undefined)
 : 2, 4, -4, 5, -3, 1, -2, -1.2, 3, -5
CCN(CC)CCCNC(=O)C1CCC(CNS(=O)(=O)c2ccc(Cl)cc2)CC1 (centres undefined)
 : -2, 0, -2, 0, 7, 10, 0, -0.6, 6, -4
CC1(C)C(=O)OC(c2cccc([N+](=O)[O-])c2)C2(CCCCC2)C1=O (centres undefined)
 : 0, -9, 0, -5, 0, -7, -1, -1.4, -4, 2
CC1CC(=O)c2cnc(N3CCOCC3)nc2C1 (centres undefined)
 : 8, 2, -1, 9, 2, -5, -1, -0.3, 2, 3
O=C(N/N=C\C=C\c1ccc([N+](=O)[O-])o1)c1cccs1
 : -6, -14, 5, 22, 30, 16, 1, -5.9, 3, -22
COc1ccc(C(=O)N2CC(=O)N(CCc3ccccc3)C(=O)C2)cc1OC
 : -13, 3, 1, 3, -4, 10, 2, -3.3, 6, -1
O=C(N[C@@H](Cc1ccccc1)C(=O)OCc1ccccc1)c1nc[nH]c1C(=O)N[C@@H](Cc1ccccc1)C(=O)OCc1ccccc1
 : 15, -3, 0, 0, 1, 11, 6, -3.1, -1, 4
OCCOCCn1c(C(CO)Nc2nc(-c3ccccc3Br)cs2)nc2ccccc21 (centres undefined)
 : -6, -7, 0, 1, -5, 6, -8, 0.2, -2, -1
O=C(O)CCCCCN1C(=O)C(O)=C(C(=O)/C=C/c2ccccc2)C1c1ccc2c(c1)OCO2 (centres undefined)
 : -10, -3, -5, 16, 13, -9, -1, -1.4, ., -4
Cc1cc(C(=O)OCC(=O)c2cccs2)ccc1[N+](=O)[O-]
 : -7, 1, -1, 5, 2, 2, -2, -0.1, -5, 2
CC(=O)c1ccc(Nc2nc(NCCO)nc(OC(C(F)(F)F)C(F)(F)F)n2)cc1
 : -3, 0, -4, -13, -1, -7, 4, 0.4, -14, 3
Cc1nc(NCCN)c(C#N)c2c1COC(C)(C)C2
 : -3, 0, 3, -3, 1, 0, 9, -1.4, -3, -5
CCN1CCCC1CNC(=O)CSc1cc(=O)n(C)c2cc(Cl)ccc12 (centres undefined)
 : -3, -9, -1, -3, -4, 9, 10, -3.4, 4, -1
COc1ccc(-c2nc3c4ccccc4ccn3c2Cc2ccc(C)cc2)cc1OC
 : -28, 38, 4, -2, 5, 8, 30, 0.3, ., 1
Cc1ccccc1NC(=O)NCCCCc1ccccc1
 : 22, 1, 2, -8, -5, -4, 5, -0.7, 0, -1
CCn1c(SCC(=O)NN=Cc2cc(OC)ccc2OC)nnc1-c1ccc(OC)cc1
 : ., -25, 2, 4, 0, ., -24, ., ., 4
C=CCNC(=S)/C(=C(/[O-])c1ccc([N+](=O)[O-])cc1)[n+]1ccccc1
 : 2, 4, -3, -4, 2, 3, 3, 0.2, 3, 0
COc1ccccc1NC(=O)COC(=O)C1CC2CCCC(C1)C2=O (centres undefined)
 : -11, -2, -4, 5, 3, -16, 0, -2.3, -2, -1
